# Screening results (PubChem)
# Mtb BioA inh: blocks M. tuberculosis BioA enzyme activity; purified M. tuberculosis BioA enzyme, plate reader; inhibition, % at 9.99 µM; 360,000 tested, 0.096% active; AID 602481; in the data active = inhibition above about 40%
# Numbers without * were called inactive. The list is partial; count on the stated rates, not on these rows.
SMILES,Mtb BioA inh
Cc1ccc(S(=O)(=O)N(C)C[C@@H]2Oc3ccc(NC(=O)Cc4ccccc4)cc3CC(=O)N([C@H](C)CO)C[C@H]2C)cc1,2.2
O=C(C[C@@H]1CC[C@@H]2[C@H](COC[C@@H](O)CN2C(=O)c2ccccn2)O1)NC1CCC1,-0.3
CCCNC(=O)Nc1ccc2c(c1)C(=O)N(C)C[C@@H](OC)[C@H](C)CN(C(=O)C1CCCCC1)[C@H](C)CO2,-0.6
C[C@H](CO)N1C[C@H](C)[C@@H](CN(C)CC2CCOCC2)Oc2ncc(-c3cncnc3)cc2C1=O,0.0
CCCN(C)C[C@H]1Oc2cc(C#Cc3ccncc3)ccc2S(=O)(=O)N([C@@H](C)CO)C[C@H]1C,-2.0
O=C(C[C@@H]1C[C@H]2c3cc(NC(=O)C4CCC4)ccc3O[C@H]2[C@@H](CO)O1)NCc1ccccc1,-0.6
C[C@@H](NC(=O)C[C@@H]1CC[C@@H](NC(=O)C2CCC2)[C@H](CO)O1)c1ccccc1,4.8
O=C(CN1CCOCC1)N1CCCCN2[C@@H](CO)[C@H](c3ccc(C#Cc4ccccc4F)cc3)[C@@H]2C1,0.9
CCCNC(=O)N1[C@H](CNC(=O)CC)[C@H](c2ccc(C3=CCCC3)cc2)[C@@H]1CO,3.0
COc1ccc(-c2cnc3c(c2)C(=O)N([C@H](C)CO)C[C@@H](C)[C@@H](CN(C)C(=O)CN(C)C)O3)cc1,-0.8
COc1cccc(NC(=O)N(C)C[C@@H]2Oc3cc(-c4ccccc4F)ccc3S(=O)(=O)N([C@H](C)CO)C[C@H]2C)c1,5.7
C[C@H](CO)N1C[C@H](C)[C@@H](CN(C)Cc2ccc(C(F)(F)F)cc2)Oc2ccc(NC(=O)Cc3ccccc3)cc2CC1=O,-0.3
CC(C)NC(=O)N(C)C[C@H]1Oc2c(NS(=O)(=O)c3ccc(Cl)cc3)cccc2C(=O)N([C@H](C)CO)C[C@@H]1C,-1.6
Cc1noc(C)c1S(=O)(=O)Nc1ccc2c(c1)C(=O)N([C@@H](C)CO)C[C@@H](C)[C@@H](CN(C)S(C)(=O)=O)OCCCC[C@@H](C)O2,-3.3
COc1cccc(-c2ccc3c(c2)O[C@H](CN(C)Cc2ccncc2)[C@@H](C)CN([C@H](C)CO)S3(=O)=O)c1,-1.1
COc1ccc(-c2ccc3c(c2)[C@@H]2[C@@H](CCN2C(=O)Nc2ccccc2OC)[C@@H](CO)N3C)cc1,2.2
COc1ccc(NC(=O)N2C[C@H](O)COC[C@H]3O[C@@H](CC(=O)N4CCOCC4)CC[C@@H]32)cc1,9.3
Cc1cc(C(=O)Nc2cccc3c2O[C@H](CN(C)S(=O)(=O)c2ccc(F)cc2)[C@@H](C)CN([C@H](C)CO)C3=O)n(C)n1,-0.6
CCCNC(=O)N1CC[C@@H]2[C@H]1c1cc(C#Cc3ccc(OC)cc3)ccc1N(C)[C@@H]2CO,1.4
CC(C)NC(=O)N(C)C[C@H]1Oc2ncc(C#CC3(O)CCCC3)cc2C(=O)N([C@@H](C)CO)C[C@@H]1C,-2.2
C[C@@H]1CN([C@@H](C)CO)C(=O)c2c(c3ccccc3n2C)-c2ccccc2CO[C@@H]1CN(C)CC1CC1,3.3
Cc1ccc(S(=O)(=O)NCC[C@H]2CC[C@@H](NC(=O)Nc3cccc(F)c3)[C@@H](CO)O2)cc1,7.6
CCC(=O)N1CCCCN2[C@@H](CO)[C@H](c3ccc(C#Cc4cccnc4)cc3)[C@@H]2C1,0.6
COc1ccc(NC(=O)Nc2ccc3c(c2)C(=O)N([C@@H](C)CO)C[C@@H](C)[C@@H](CN(C)Cc2ccc(C(=O)O)cc2)OCCCC[C@H](C)O3)cc1,-0.1
C[C@@H]1CN([C@H](C)CO)C(=O)c2cc(NC(=O)Nc3ccc4c(c3)OCO4)ccc2O[C@@H]1CN(C)S(=O)(=O)c1cccs1,-0.6
Cc1noc(C)c1NC(=O)Nc1ccc2c(c1)C(=O)N([C@H](C)CO)C[C@H](C)[C@@H](CN(C)Cc1ccc(Oc3ccccc3)cc1)O2,0.3
O=C(c1cccc(F)c1)N1CCCCN2[C@@H](CO)[C@@H](c3ccc(C#CC4(O)CCCC4)cc3)[C@@H]2C1,3.6
CO[C@H]1CN(C)C(=O)c2ccc(NC(=O)C3CCCC3)cc2OC[C@@H](C)N(C)C[C@H]1C,-3.6
CN1c2ccc(-c3cccc(C#N)c3)cc2[C@@H]2[C@@H](CCN2C(=O)C2CCC2)[C@@H]1CO,1.2
C[C@@H]1CN([C@H](C)CO)C(=O)c2cccc(NS(=O)(=O)c3cccs3)c2O[C@@H]1CN(C)S(=O)(=O)c1ccccc1,0.1
CN1CCN(C(=O)[C@H]2[C@H](CO)[C@H]3Cn4c(cccc4=O)[C@@H]2N3Cc2ccncc2)CC1,-0.9
C[C@@H]1CCCCO[C@H](CN(C)C(=O)Nc2ccc(C(F)(F)F)cc2)[C@H](C)CN([C@@H](C)CO)C(=O)c2cc(NS(=O)(=O)c3cn(C)cn3)ccc2O1,3.4
O=C(C[C@H]1C=C[C@H](NC(=O)c2cnccn2)[C@H](CO)O1)NCc1ccccc1F,-1.9
C[C@@H]1CN([C@H](C)CO)C(=O)c2cccc(NC(=O)c3nc4ccccc4s3)c2O[C@@H]1CN(C)Cc1ccc(C(F)(F)F)cc1,-3.5
Cc1ccc(S(=O)(=O)N2C[C@@H]3[C@H](c4ccccc42)[C@@H](CO)N3Cc2cccnc2)cc1,9.8
CN1C(=O)c2cc(NC(=O)c3ccccc3F)ccc2OC[C@@H]2O[C@@H](CC(=O)NCc3ccc4c(c3)OCO4)CC[C@H]21,-3.2
Cc1noc(C)c1NC(=O)Nc1ccc2c(c1)CC(=O)N([C@H](C)CO)C[C@H](C)[C@H](CN(C)Cc1ccc(C(=O)O)cc1)O2,0.6
C[C@H](CO)N1C[C@H](C)[C@H](CN(C)CC2CC2)Oc2ccc(NS(=O)(=O)c3ccccc3)cc2CC1=O,4.6
C/C=C/c1ccc2c(c1)O[C@H](CN(C)C(=O)c1ccccc1)[C@@H](C)CN([C@@H](C)CO)S2(=O)=O,3.7
CN(C)CC(=O)N1[C@@H](C#N)[C@H](c2ccc(C#CC3CC3)cc2)[C@@H]1CO,-1.1

# Exported as tab-separated lines: part of the list above
SMILES	Mtb BioA inh
C[C@@H]1CN([C@H](C)CO)C(=O)c2cccc(NS(=O)(=O)c3cccs3)c2O[C@@H]1CN(C)S(=O)(=O)c1ccccc1	0.1
CN1CCN(C(=O)[C@H]2[C@H](CO)[C@H]3Cn4c(cccc4=O)[C@@H]2N3Cc2ccncc2)CC1	-0.9
C[C@@H]1CCCCO[C@H](CN(C)C(=O)Nc2ccc(C(F)(F)F)cc2)[C@H](C)CN([C@@H](C)CO)C(=O)c2cc(NS(=O)(=O)c3cn(C)cn3)ccc2O1	3.4
O=C(C[C@H]1C=C[C@H](NC(=O)c2cnccn2)[C@H](CO)O1)NCc1ccccc1F	-1.9
C[C@@H]1CN([C@H](C)CO)C(=O)c2cccc(NC(=O)c3nc4ccccc4s3)c2O[C@@H]1CN(C)Cc1ccc(C(F)(F)F)cc1	-3.5
Cc1ccc(S(=O)(=O)N2C[C@@H]3[C@H](c4ccccc42)[C@@H](CO)N3Cc2cccnc2)cc1	9.8
CN1C(=O)c2cc(NC(=O)c3ccccc3F)ccc2OC[C@@H]2O[C@@H](CC(=O)NCc3ccc4c(c3)OCO4)CC[C@H]21	-3.2
Cc1noc(C)c1NC(=O)Nc1ccc2c(c1)CC(=O)N([C@H](C)CO)C[C@H](C)[C@H](CN(C)Cc1ccc(C(=O)O)cc1)O2	0.6
C[C@H](CO)N1C[C@H](C)[C@H](CN(C)CC2CC2)Oc2ccc(NS(=O)(=O)c3ccccc3)cc2CC1=O	4.6
C/C=C/c1ccc2c(c1)O[C@H](CN(C)C(=O)c1ccccc1)[C@@H](C)CN([C@@H](C)CO)S2(=O)=O	3.7
CN(C)CC(=O)N1[C@@H](C#N)[C@H](c2ccc(C#CC3CC3)cc2)[C@@H]1CO	-1.1

# Other entries
SMILES,Mtb BioA inh
Cc1ccccc1S(=O)(=O)NCC[C@H]1CC[C@@H](NC(=O)C2CCOCC2)[C@H](CO)O1,-1.6
C[C@@H]1CN([C@H](C)CO)C(=O)Cc2cc(NC(=O)Nc3ccccc3)ccc2O[C@@H]1CN(C)Cc1ccc(Cl)c(Cl)c1,-2.8
C[C@@H]1CN([C@@H](C)CO)C(=O)c2cccc(NC(=O)c3cnccn3)c2O[C@@H]1CN(C)C(=O)Nc1ccc(F)cc1,1.2
O=C(N[C@H]1CC[C@@H](CCn2cc(C3(O)CCCC3)nn2)O[C@H]1CO)C1CCOCC1,-0.2
CCCNC(=O)NC[C@H]1[C@@H](c2ccc(C3=CCCCC3)cc2)[C@H](CO)N1C(C)=O,-0.7
Cc1ccc(S(=O)(=O)Nc2ccc3c(c2)C(=O)N([C@@H](C)CO)C[C@H](C)[C@@H](CN(C)C(=O)Nc2ccccc2)OCCCC[C@@H](C)O3)cc1,-2.9
Cc1ccc(S(=O)(=O)Nc2ccc3c(c2)CC(=O)N([C@@H](C)CO)C[C@@H](C)[C@H](CN(C)S(=O)(=O)c2ccc(C)cc2)O3)cc1,-0.6
C[C@H](CO)N1C[C@H](C)[C@H](CN(C)C(=O)NC2CCCC2)Oc2ncc(-c3cc4ccccc4o3)cc2C1=O,1.4
C[C@@H]1CN([C@@H](C)CO)C(=O)c2cc(NC(=O)CCC(F)(F)F)ccc2O[C@H]1CN(C)Cc1ccc(Oc2ccccc2)cc1,-2.4
COC(=O)C[C@@H]1C[C@@H]2c3cc(NC(=O)Nc4ccccc4F)ccc3O[C@@H]2[C@@H](CO)O1,-0.2
CC(C)NC(=O)Nc1cccc2c1O[C@H](CN(C)Cc1ccc(Oc3ccccc3)cc1)[C@@H](C)CN([C@@H](C)CO)C2=O,1.5
CCNC(=O)C[C@@H]1C=C[C@H](NC(=O)C2CCOCC2)[C@H](CO)O1,-2.3
C[C@@H]1CCCCO[C@@H](CN(C)C(=O)C2CCCCC2)[C@@H](C)CN([C@H](C)CO)C(=O)c2cc(NS(=O)(=O)c3ccccc3)ccc2O1,0.2
CCCNC(=O)N1[C@@H](CO)[C@@H](c2ccccc2)[C@@H]1CNC(=O)c1ccc(F)cc1,0.1
CCCNC(=O)C[C@H]1CC[C@H]2[C@@H](COc3ccc(NC(=O)c4ccc(Cl)cc4)cc3C(=O)N2C)O1,4.1
C[C@H](CO)N1C[C@H](C)[C@H](CN(C)Cc2ccccn2)Oc2ncc(C#CCN(C)C)cc2C1=O,1.5
O=C(C[C@@H]1C[C@H]2c3cc(NC(=O)Nc4ccccc4F)ccc3O[C@H]2[C@@H](CO)O1)NCc1ccncc1,4.2
O=C(C[C@@H]1C=C[C@@H](NC(=O)Nc2ccc(C(F)(F)F)cc2)[C@H](CO)O1)NCc1cccc(F)c1,-1.6
CNC[C@@H]1Oc2ccc(NS(=O)(=O)c3cccs3)cc2CC(=O)N([C@@H](C)CO)C[C@H]1C,-1.2
COc1ccc(S(=O)(=O)N(C)C[C@H]2OCCCC[C@H](C)Oc3ccc(NS(C)(=O)=O)cc3C(=O)N([C@H](C)CO)C[C@H]2C)cc1,-1.9
COc1ccc(NC(=O)Nc2ccc3c(c2)C(=O)N([C@H](C)CO)C[C@H](C)[C@H](CN(C)Cc2ccc(Oc4ccccc4)cc2)O3)cc1,-7.0
C[C@H]1CN([C@@H](C)CO)C(=O)c2cc(C#CCc3ccccc3)cnc2O[C@@H]1CN(C)CC1CCCC1,0.9
COc1cccc(C#Cc2cnc3c(c2)C(=O)N([C@@H](C)CO)C[C@@H](C)[C@H](CN(C)C(=O)C2CC2)O3)c1,-0.5
CCC(=O)N[C@H]1CC[C@@H](CCNS(=O)(=O)c2ccc(Cl)cc2)O[C@H]1CO,-2.2
CCCNC(=O)N[C@@H]1CC[C@H](CCn2cc(-c3cccc(F)c3)nn2)O[C@@H]1CO,2.6
CO[C@@H]1CN(C)C(=O)c2ccc(NC(=O)NC(C)C)cc2OC[C@@H](C)N(C(=O)CC2CC2)C[C@H]1C,-0.6
O=C(NC1CCCCC1)N[C@H]1C=C[C@@H](CC(=O)N2CCOCC2)O[C@H]1CO,-1.7
CC(C)(C)[S@@](=O)N1Cc2cc(C(=O)N3CCCCC3)nc(-c3cccc(-c4cccc(C#N)c4)c3)c2[C@H]1CCO,1.0
CN1CCN(C(=O)C[C@H]2C[C@H]3c4cc(NS(=O)(=O)c5ccc(F)cc5)ccc4O[C@H]3[C@@H](CO)O2)CC1,-1.2
COc1ccc(NC(=O)N(C)C[C@H]2Oc3ccc(NC(=O)CCCN(C)C)cc3C(=O)N([C@H](C)CO)C[C@@H]2C)cc1,-0.4
C[C@@H]1CN([C@@H](C)CO)C(=O)c2cc(-c3cccc(C#N)c3)cnc2O[C@H]1CN(C)C(=O)C1CCC1,-3.6
CO[C@H]1CN(C)C(=O)c2ccc(NC(=O)Cc3ccccc3)cc2OC[C@H](C)N(C(C)=O)C[C@H]1C,0.1
Cc1noc(C)c1NC(=O)Nc1ccc2c(c1)C(=O)N([C@H](C)CO)C[C@@H](C)[C@@H](CN(C)CC1CCCCC1)OCCCC[C@H](C)O2,2.3
Cc1ccc(S(=O)(=O)Nc2ccc3c(c2)C(=O)N([C@H](C)CO)C[C@H](C)[C@H](CN(C)Cc2ccncc2)O3)cc1,-1.0
CO[C@H]1CN(C)C(=O)c2ccc(NC(=O)Nc3ccccc3)cc2OC[C@@H](C)NC[C@@H]1C,0.0
CC(C)NC(=O)N(C)C[C@@H]1OCCCC[C@@H](C)Oc2ccc(NS(=O)(=O)c3ccc(F)cc3)cc2C(=O)N([C@H](C)CO)C[C@@H]1C,0.2
O=C(NCC[C@@H]1CC[C@H](NC(=O)C2CCCC2)[C@@H](CO)O1)c1ccc(F)cc1,0.2
CCCNC(=O)C[C@H]1CC[C@@H]2[C@@H](COc3ccc(NC(=O)C4CCCC4)cc3C(=O)N2C)O1,3.8
COC(=O)[C@@H]1[C@@H](CO)[C@@H]2Cn3c(ccc(C4=CCCCC4)c3=O)[C@H]1N2C(=O)NC(C)C,-1.0
Cc1ccc(-c2ccc3c(c2)O[C@@H](CN(C)Cc2cccc(C(=O)O)c2)[C@@H](C)CN([C@@H](C)CO)S3(=O)=O)cc1,0.8
Cc1ccc(S(=O)(=O)N[C@H]2CC[C@@H](CCn3cc(-c4cccc(F)c4)nn3)O[C@@H]2CO)cc1,7.9
Cc1nn(C)cc1NC(=O)C[C@H]1CC[C@@H]2[C@H](COc3ccc(NC(=O)C(C)C)cc3C(=O)N2C)O1,-6.9
